# Screening results as filed in PubChem.
# PKA-R1A activ – activators of PKA-R1A complex; P00514+P68181; PKA-R1A dissociation, Cy5-IP20 fluorescence polarization; scaled: DMSO 0%, 113 µM cGMP 100%; activation, % at 11.4 µM; actives 0.083% (n = 340,000); AID 504707;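 active = percent activation above the mean of all tested compounds plus 3 SD, cut at about 19% in these data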;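 also: higher means more PKAc released from R1A so a rise in polarization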
# AddAB inh – less growth of phage-infected E. coli with AddAB | E. coli expressing H. pylori AddAB, absorbance growth | inhibition, % at 11.9 µM | actives 0.29% (n = 330,000) | AID 435030; in the data active = inhibition above about 12%;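 also: 0% = vehicle wells of infected cells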
# SUMO Mot1 rescue – SUMOylation pathway inhibition by Mot1-301 growth rescue; actives 1% (n = 320,000); AID 2716; growth rescue, % at 18.8 µM; S. cerevisiae Mot1-301 growth rescue, ATP luminescence, 38.5C; percent above DMSO median, 100 means doubled;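 active = every valid replicate shows activation above 250% relative to neutral control wells; inactive = the rest, any valid replicate at or below 250%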;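 also: OY570 slx delta 5 strain wells were the positive control but not used for scaling; some compounds called inactive have numbers as strong as hits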
# Tat export inh – E. coli Tat transport inhibition; E. coli MC4100 TorA-mCherry Tat export, fluorescence; inhibition, % at 10 µM; actives 0.036% (n = 340,000); AID 488895;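 active = mean replicate inhibition at least 50% and at least half of replicates individually reaching 50%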;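 also: exported cargo escapes ClpAP degradation while cytoplasmic cargo is degraded and loses fluorescence; 0% = median of neutral control wells and 100% = median of NaSCN control wells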
# MOR-DOR inv ag – mu-delta opioid heterodimer inverse agonism; P35372+P41143; cell-based MOR-DOR heterodimer luminescence; inhibition, % at 9.3 µM; actives 0.21% (n = 340,000); in the data active = inhibition above about 22%, passing the limit was not always enough;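 also: 0% = cells with DMSO and 100% = wells without cells with DMSO; values of inactives mirror those of a sister screen read the other way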
# MOR-DOR ag – OPRM1-OPRD1 heterodimerization agonism; P35372+P41143; cells, luminescence; activation, % at 9.3 µM; actives 0.3% (n = 340,000); AID 504326; in the data active = activation above about 18%;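 also: 0% = vehicle-treated cells and 100% = reference agonist; values of inactives mirror those of a sister screen read the other way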
# E coli growth – counter-screen for AddAB inhibitors: E. coli growth inhibition; actives 0.27% (n = 330,000); inhibition, % at 11.9 µM; E. coli V3065 growth, OD600 absorbance, 18 h;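 active = inhibition above the campaign's mean inhibition across all tested compounds plus 3 SD, cut at about 9.9% in these data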;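 also: uninfected addAB+ strain grown without phage in ampicillin broth; 0% = DMSO wells and 100% = ciprofloxacin 0.95 µg/ml wells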
# PfHsp90 set2 – growth inhibition of yeast expressing Plasmodium Hsp90; AID 504621; S. cerevisiae expressing PfHsp90, BacTiter-Glo ATP, 48 h; yeast lacking PDR1 and PDR3 efflux regulators; inhibition, % at 9.4 µM; actives 0.32% (n = 310,000);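 active = every replicate shows inhibition above about 80%, whatever the replicate mean, limit read from the data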;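 also: 0% = DMSO neutral controls and 100% = 20 µM radicicol positive controls; yeast relying on Plasmodium falciparum Hsp90 in place of its own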
# phage Ecoli inh – E. coli growth loss with phage present; actives 0.26% (n = 360,000); AID 651602; growth absorbance; inhibition, % at 11.9 µM; in the data active = inhibition above about 11%
# PKA-R2B activ – activates the human PKA-R2B holoenzyme complex; P22694+P31323; PKA-R2B holoenzyme dissociation, Cy5-IP20 fluorescence polarization; R2B truncated from residue 108, S112A mutant; 0% DMSO only, 100% 113 µM cGMP; activation, % at 11.4 µM; actives 0.079% (n = 340,000); AID 504700;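 active = activation above a cutoff set at the mean over all compounds plus 3 SD, cut at about 18% in these data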;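 also: higher means more holoenzyme dissociation and a rise in polarization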
# Target sequence (P31323 whole entry, looked up, other chains not shown, the tested form may be a part): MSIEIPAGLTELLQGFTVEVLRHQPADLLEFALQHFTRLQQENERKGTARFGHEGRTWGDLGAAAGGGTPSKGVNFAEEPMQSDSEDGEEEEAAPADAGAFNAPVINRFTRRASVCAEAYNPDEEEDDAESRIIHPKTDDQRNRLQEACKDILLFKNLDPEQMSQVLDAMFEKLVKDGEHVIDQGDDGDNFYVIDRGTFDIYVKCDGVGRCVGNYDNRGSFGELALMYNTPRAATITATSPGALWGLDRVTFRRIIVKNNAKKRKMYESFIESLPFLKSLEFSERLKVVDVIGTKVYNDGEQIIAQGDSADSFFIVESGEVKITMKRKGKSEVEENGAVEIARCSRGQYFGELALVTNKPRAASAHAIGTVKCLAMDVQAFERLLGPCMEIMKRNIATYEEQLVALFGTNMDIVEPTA
# HTR5A inv ctr – counter-screen for OPRM1-OPRD1 inverse agonists: human HTR5A inverse agonism; P47898; HTR5A cell line, luminescence; inhibition, % at 9.3 µM; actives 0.083% (n = 340,000); AID 504634; in the data active = inhibition mostly above about 23%, no sharp cut-off; inactive = mostly below about 18%;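 also: 0% = cells with DMSO and 100% = no-cell wells with DMSO; some compounds called inactive have numbers as strong as hits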
# Target sequence (P47898 whole entry, looked up): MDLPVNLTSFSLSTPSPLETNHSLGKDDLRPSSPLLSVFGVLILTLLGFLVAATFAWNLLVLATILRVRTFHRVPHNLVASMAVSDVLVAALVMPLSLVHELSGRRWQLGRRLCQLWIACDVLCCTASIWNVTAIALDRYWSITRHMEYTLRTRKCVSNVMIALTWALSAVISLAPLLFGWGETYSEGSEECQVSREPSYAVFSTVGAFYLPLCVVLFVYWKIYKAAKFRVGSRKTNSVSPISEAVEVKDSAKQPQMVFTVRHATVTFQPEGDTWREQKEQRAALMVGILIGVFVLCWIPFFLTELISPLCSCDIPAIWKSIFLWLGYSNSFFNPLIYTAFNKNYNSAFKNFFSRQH
# Numbers without * were called inactive; nt = not tested or not shown.
SMILES,PKA-R1A activ,AddAB inh,SUMO Mot1 rescue,Tat export inh,MOR-DOR inv ag,MOR-DOR ag,E coli growth,PfHsp90 set2,phage Ecoli inh,PKA-R2B activ,HTR5A inv ctr
CC(C)CC1(C)NC(=O)N(CC(=O)NC(=O)Nc2ccc3c(c2)OCCO3)C1=O (stereo not drawn),-7,1.6,-10,0,10,-2.5,-1.2,9,0.8,0,0
CC(C)C1CC(CCN)(c2ccccc2)CCO1 (stereo not drawn),-4,-2.0,16,-5,9,-1.8,0.3,11,0.1,-12,8
O=C(O)C1C2C=CC(O2)C1C(=O)NCc1ccccc1Br (stereo not drawn),-1,0.3,240,-2,12,-2.3,-1.6,-6,1.1,10,3
CC(=O)c1cccc(NC(=O)COC(=O)c2ccc3c(c2)OCO3)c1,-2,-0.6,4,-4,11,-2.6,-1.9,7,2.2,1,9
O=C(NCC(=O)N1CCCCC1)c1ccc2ccccc2c1,-6,-0.1,13,-1,-6,1.1,1.1,5,0.6,-3,-20
O=C(c1cccc2ccccc12)C1CCCN(C(=O)CCCn2cncn2)C1 (stereo not drawn),-5,-0.8,-3,0,5,-1.0,-1.4,nt,0.9,-1,-19
CCc1nc(C)ccc1OC(=O)C12CC3CC(CC(C3)C1)C2,5,0.8,-15,8,-20,3.7,-2.6,20,2.3,-9,-36
CCOC(=O)c1cccc(NC(=O)CSc2nnnn2C)c1,-13,3.5,-18,2,0,0.0,0.8,nt,2.3,2,-8
Cc1ccc(NS(=O)(=O)c2cc([N+](=O)[O-])ccc2NNC(=S)Nc2cc(C)ccc2C)c(C)c1,-10,0.1,70,-9,6,-1.2,1.3,3,6.4,-7,7
CC1CC(C)CN(C(=O)CCS(=O)(=O)c2ccc3c(c2)NC(=O)CS3)C1 (stereo not drawn),2,3.2,33,8,12,-2.4,-2.1,-11,2.2,-2,-10
CCC(C(=O)NC(C)(C)C)N(Cc1ccccc1Cl)C(=O)c1snc(C(N)=O)c1N (stereo not drawn),2,1.0,-14,6,8,-1.5,-0.9,-17,1.9,-4,-9
OCCN1CCN(C(=S)Nc2ccccc2)CC1,-1,3.0,144,-3,11,-2.3,-0.9,-84,0.5,-4,5

# Full records as entered above. Screens in order: PKA-R1A activ	AddAB inh	SUMO Mot1 rescue	Tat export inh	MOR-DOR inv ag	MOR-DOR ag	E coli growth	PfHsp90 set2	phage Ecoli inh	PKA-R2B activ	HTR5A inv ctr
# `Cc1ccc(NS(=O)(=O)c2cc([N+](=O)[O-])ccc2NNC(=S)Nc2cc(C)ccc2C)c(C)c1` is listed with -10	0.1	70	-9	6	-1.2	1.3	3	6.4	-7	7
# `O=C(c1cccc2ccccc12)C1CCCN(C(=O)CCCn2cncn2)C1` (stereo not drawn) is listed with -5	-0.8	-3	0	5	-1.0	-1.4	nt	0.9	-1	-19
# `CCc1nc(C)ccc1OC(=O)C12CC3CC(CC(C3)C1)C2` is listed with 5	0.8	-15	8	-20	3.7	-2.6	20	2.3	-9	-36

# (more compounds)
SMILES,PKA-R1A activ,AddAB inh,SUMO Mot1 rescue,Tat export inh,MOR-DOR inv ag,MOR-DOR ag,E coli growth,PfHsp90 set2,phage Ecoli inh,PKA-R2B activ,HTR5A inv ctr
CCCC1CC(C)(C(=O)Cn2[nH]c(=O)ccc2=O)OC1=O (stereo not drawn),-7,2.3,50,-1,10,-1.8,0.1,35,3.7,-4,-12
O=S(=O)(c1ccccc1)N1N=C(c2ccc(Br)cc2)CC1c1ccco1 (stereo not drawn),-4,1.2,-3,5,14,-2.7,-1.4,10,1.8,8,9
CN(C)C(=O)OCc1c(-c2ccccc2)ncc2ccccc12,-1,-0.9,1,-4,19,-3.4,-2.8,-1,3.0,1,1
CC(=O)Oc1ccc(C(=O)Nc2cccc(C(=O)Nc3ccccc3C(=O)O)c2)cc1,-7,nt,-5,8,18,-3.9,nt,-8,1.9,-6,-12
COc1ccc(OC)c(S(=O)(=O)NCc2cn3cccc(C)c3n2)c1,-13,-0.7,-9,-16,10,-1.7,1.2,-8,-1.7,-12,-10
CS(=O)(=O)N(CC(=O)NCc1ccc2c(c1)OCO2)c1cccc(Cl)c1,-10,5.7,20,2,7,-1.4,0.3,-16,3.0,-1,12
CCc1nc2ccc(C(=O)NCCc3ccco3)cc2nc1CC,2,-0.4,15,0,1,-0.1,0.4,20,nt,-13,17
C=CCNC(=O)c1ccc(N(C)S(=O)(=O)c2ccc(OC)cc2)cc1,-9,-1.2,nt,-4,9,-1.6,0.9,nt,3.0,-1,6
O=C(Oc1cccc2c(OC(=O)N3CCCC3)cccc12)N1CCCC1,2,2.7,16,-2,6,-1.1,0.2,-5,1.9,1,-20
Cc1ccc(C(C(=O)NC2CCCC2)N2CCCC(C)C2)cc1 (stereo not drawn),-1,2.7,238,5,2,-0.3,1.4,8,2.5,-21,-7
CC(C)c1ccc2nc3sc(C(=O)N4CCc5ccccc5C4)c(N)c3cc2c1,-8,0.1,6,-1,-7,1.2,1.9,12,1.1,-4,-15
COc1ccc(O)c(C(=O)c2coc(=N)c(C(=O)Nc3ccc(SC(F)F)cc3)c2)c1,-2,1.0,-15,-4,-23,4.5,1.1,-11,3.2,-2,11
Cc1cc(C)n2nc(N)c(N=Nc3ccc4c(c3)OCO4)c2n1,5,0.2,5,5,11,-2.0,-2.1,-40,4.2,0,11
COc1ccccc1NC(=O)N1CCN(CCc2ccccc2)CC1,1,4.0,12,2,19,-3.7,0.0,-2,4.5,-4,4
COc1ccc(C2Nc3ccccc3C(=O)N2NS(=O)(=O)c2ccc(C)cc2)cc1OC (stereo not drawn),0,-0.2,108,6,10,-1.7,-0.3,-54,-3.0,-5,11
CCCn1c(NCc2cc(OC)ccc2OC)nc2ccccc21,2,-0.2,7,2,-11,2.0,-2.4,nt,3.0,5,4
CCOc1ccc(C(=O)Nc2c3c(nn2-c2ccc(F)cc2)CS(=O)C3)cc1 (stereo not drawn),-4,0.6,1,-2,7,-1.3,0.1,-1,1.4,-4,-30
COc1cccc(CN2CC(C(=O)N(C)Cc3nc(C)cs3)CCC2=O)c1 (stereo not drawn),-5,nt,nt,-4,18,-3.5,nt,8,-1.0,-3,24
CN1CCN(S(=O)(=O)c2ccc(Cc3ccc(S(=O)(=O)N4CCN(C)CC4)cc3)cc2)CC1,0,1.1,-15,2,4,-0.8,3.0,-20,2.9,-6,3
O=C(NC1(C(F)(F)F)OCCO1)c1ccc(F)cc1,15,1.8,98,3,6,-1.1,1.7,31,4.3,-3,-3
CN1C(=O)C(O)(CC(=O)c2ccccc2O)c2cc(Br)ccc21 (stereo not drawn),5,3.1,-9,3,68*,-13,0.4,-7,1.2,-2,3
CCN1C(C(=O)Nc2cc(C)on2)=C(O)c2ccccc2S1(=O)=O,-3,-1.7,-5,-2,22,-5.0,-0.2,-7,0.9,-5,20
OCC(O)C(O)C(O)C(O)c1nc2ccccc2[nH]1 (stereo not drawn),-5,3.5,7,15,1,-0.2,0.2,-29,3.2,1,2
CCCNC(=O)C1CCCN(S(=O)(=O)c2ccc3c(c2)CC(C)N3C(=O)C2CC2)C1 (stereo not drawn),0,2.6,-14,-2,0,0.0,-2.6,-13,0.2,4,15
CCOC(=O)c1cc(-c2ccccc2)sc1NC(=O)CSc1nnc(N)s1,3,1.2,-10,-10,-53,11,-4.5,nt,1.5,0,11
C=C(C)Cn1c(=O)c2c(nc3n2CC(C)CN3Cc2ccccc2)n(C)c1=O (stereo not drawn),-4,3.4,3,25,17,-3.2,-0.8,-21,3.6,2,-4
CC(=O)N1c2ccc(S(=O)(=O)N(C)CC(=O)NCc3ccc(C)cc3)cc2CC1C (stereo not drawn),-3,4.0,-8,8,2,-0.3,1.0,-4,1.4,-10,16
COc1cc2[nH]c(C(=O)NCCc3ccccc3)cc2c(OC)c1OC,18,-1.1,21,-5,15,-3.4,-0.9,6,3.2,-1,13
CC1C(=O)N2CCCc3cc(NC(=O)C(=O)NCCN4CCOCC4)cc1c32 (stereo not drawn),1,-0.4,52,-10,2,-0.3,-1.1,-5,4.1,-7,-5
COC(=O)CCCC1=CC2=C(c3ccccc3)C(=O)C(C)(OC(=O)C3CCCC3)C(=O)C2=CN1CCN1CCOCC1 (stereo not drawn),6,5.2,12,-2,11,-2.0,-2.1,-6,0.4,-5,-9
Cc1cc(=O)oc(C)c1C(=O)Nc1ccc(N(C)C)cc1,-15,4.3,5,-11,9,-1.6,1.3,9,1.9,3,-11
NS(=O)(=O)c1ccc2nc(NC(=O)c3ccc4c(c3)OCCO4)sc2c1,13,1.3,8,2,18,-3.5,0.2,6,0.4,4,-15
CCOC(=O)N1CCN(C(=O)CSc2nnc(-c3cc(OC)cc(OC)c3)o2)CC1,-1,3.0,18,1,10,-2.3,0.0,-38,1.4,2,-1
O=C(CC(c1ccco1)S(=O)(=O)c1ccccc1)c1ccc(F)cc1 (stereo not drawn),4,0.4,20,4,10,-1.9,-2.5,-26,2.8,-10,6
O=C(Nc1ccc(NC(=O)c2ccco2)c(Cl)c1)c1ccc2c(c1)OCCO2,5,3.4,-17,2,-2,0.4,1.6,2,2.9,-6,-17
CC(=O)CC(=O)Nc1cccc2c1CCCC2,-6,-0.3,38,4,-2,0.4,-0.6,-2,-0.2,-4,-41
CC1(C)Cc2cccc(OCC(=O)NCCc3ccccc3)c2O1,-1,2.6,-1,21,-14,2.2,0.2,9,2.4,-3,-32
Cn1c(=O)cc(OCCCC(=O)N2CCN(c3ccccc3)CC2)c2ccccc21,5,-1.0,-7,-2,18,-3.6,0.5,-10,1.2,-3,-6
COc1ccc(-c2cc(C(=O)N3CCOCC3)c3ccccc3n2)cc1OC,-8,0.0,-1,-7,-30,4.8,3.0,-27,1.6,-13,5
O=C(CCN1C(=O)/C(=C\C=C\c2ccccc2)SC1=S)Nc1ccccc1C(=O)O,17,2.5,-4,-11,18,-3.1,-3.6,14,0.9,5,2
CCn1ccnc1CN(C)Cc1cn(-c2ccc(C)cc2)nc1-c1ccc(F)cc1,2,-4.0,-26,8,-36,5.2,-2.1,18,-2.0,-2,-27
CC(=O)Nc1ccc2nc(NC(=O)COc3ccc([N+](=O)[O-])cc3)sc2c1,-20,2.5,29,-4,4,-0.8,0.3,-3,0.8,-20,8
Cc1cc2c(c(=O)n1Cc1cccnc1)C(Cc1ccccc1)C(C#N)=C(N)O2 (stereo not drawn),4,1.4,-5,5,16,-2.8,-0.2,-20,1.6,-4,-23
O=[N+]([O-])c1cc(-c2n(-c3ccccn3)c3ccccc3[n+]2-c2ccccn2)ccc1Cl,-9,0.2,1,-5,21,-4.2,1.2,-10,6.1,1,20
CC1(C)C[C@H]2C3=CCC4[C@@]5(C)CC[C@H](O)[C@](C)(CO)C5CC[C@@]4(C)[C@]3(C)C[C@@H](O)[C@@]2(CO)[C@@H](O)[C@@H]1O (stereo partly drawn),4,1.1,nt,0,6,-1.2,-0.8,-13,1.6,4,4
COc1ccc(-c2csc(Nc3cc(C)ccn3)n2)cc1OC,14,0.2,-9,6,7,-1.3,1.2,-20,-0.9,8,2
O=C(CN1CCC(c2nc3ccccc3s2)CC1)N1CCCCC1,-3,-1.3,-24,-8,-4,0.8,-0.2,-14,4.3,-4,-13
